S1P3 antag – antagonists of human S1P3 receptor; inhibition, % at 4.98 µM; Q99500; 170,000 tested, 0.27% active; AID 485; CHO S1P3 NFAT-BLA reporter, FRET fluorescence, antagonist mode;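 active = inhibition above the plate cutoff, the mean inhibition of test wells on that plate plus 3 SD, cut at about 28% in these data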;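 also: cells challenged with S1P at its EC80 of 0.8 µM; blue over green emission ratio from cleaved BLA substrate after 4 h stimulation; 0% = S1P-stimulated wells and 100% = unstimulated DMSO-only wells; some compounds past the cut are filed as inactive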
DTT redox prof – compounds producing H2O2 with reducing agent – biochemical, NIH compound library profiling, artefact control for MLSCN library redox annotation, primary screen; 200,000 tested, 0.03% active; activation, % at 10 µM; DTT-dependent redox cycling H2O2, phenol red/HRP absorbance; 100% = 100 µM peroxide control, 0% = buffer;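 active = activation of at least 50% relative to the plate's high and low controls in the primary single-dose screen; inactive = activation below 50%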;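 also: compound incubated with DTT at 0.8 mM final as the reducing agent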
Lmaj promast – reduces viability of Leishmania major promastigotes; resazurin fluorescence viability; inhibition, % at 10 µM; 200,000 tested, 9% active; in the data active = inhibition above about 50%;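 also: promastigotes grown with compound for 44 hours at 28 °C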
ROMK primary – modulates human ROMK potassium channel activity; P48048; Tet-inducible ROMK, thallium flux fluorescence; actives lie on both sides; B-score at 10 µM; 130,000 tested, 2% active; AID 1918;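 active = signal ratio slope over the read window, or its plate-corrected B-score, at least 3 SD from the plate mean, either direction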;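 also: B-score of the F/F0 ratio slope over 7 to 12 s after thallium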
bIAP inh – intestinal alkaline phosphatase (bovine) inhibition. AID 1019. 190,000 tested, under 10 active. inhibition, % at 20 µM. purified bovine IAP, CDP-star luminescence, 30 min;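 active = over 50% inhibition of intestinal alkaline phosphatase at 20 µM in the single-dose screen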
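Assay system – bovine IAP enzyme · Quantity – bovine IAP at 1/65,000,000 final dilution · Detection – CDP-star luminescence signal · Times – 30 min reaction at room temperature · Also added – CDP-star substrate at 30 µM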
TLR4-MyD88 BLA – TLR4-MyD88 interaction inhibition in cells; HeLa CL3-4 TLR4/MyD88 BLA complementation, FRET ratio; inhibition, % at 8.4 µM; 200,000 tested, 0.18% active; AID 861; in the data active = inhibition above about 25%;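 also: 0% = vehicle and 100% = reference inhibitor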
bIAP activator – increases bovine intestinal alkaline phosphatase activity; purified bovine IAP, CDP-star luminescence, 30 min; hits give high values; fold of DMSO-control signal, blank-subtracted; activation factor at 20 µM; 200,000 tested, 0.17% active; AID 1016;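 active = activation factor of 2 or more at 20 µM, a signal rise over negative controls twice the positive control's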
PPARg SRC2 recr – PPARgamma-driven SRC-2 recruitment agonism | activation, % at 8 µM | AID 1032 | 200,000 tested, 0.34% active | P37231 | PPARgamma LBD-SRC-2 recruitment, biochemical; in the data active = activation above about 22%;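 also: 0% = vehicle and 100% = reference agonist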
PPARg SRC1 recr – promotes SRC-1 coactivator recruitment by human PPARgamma; PPARgamma-SRC-1 coactivator recruitment biochemical assay; activation, % at 8 µM; 200,000 tested, 0.41% active; AID 631; in the data active = activation above about 19%;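 also: 0% = DMSO and 100% = reference agonist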
PPARg SRC-3 ag – agonists of human PPARgamma SRC-3 coactivator recruitment | 200,000 tested, 0.26% active | activation, % at 8 µM | biochemical PPARgamma/SRC-3 coactivator recruitment assay | P37231; in the data active = activation above about 23%;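 also: 0% = DMSO and 100% = reference agonist; some compounds past the cut are filed as inactive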
TR-FRET SRC-2 ct – flags TR-FRET format artefacts in PPARgamma SRC-2 recruitment agonist screen. TR-FRET artefact counter-screen; hits give high values. TR-FRET ratio at 8 µM. 200,000 tested, 0.4% active; in the data active = TR-FRET ratio above about 2000; also: inactives centre near 1500; reference of the scale not given here
* marks the source's active call; other numbers are inactive results; x = no result given. Rows were taken by chance. Share with any hit: about 11%.

smiles	PPARg SRC1 recr	PPARg SRC-3 ag	TR-FRET SRC-2 ct	bIAP inh	Lmaj promast	ROMK primary	S1P3 antag	PPARg SRC2 recr	TLR4-MyD88 BLA	bIAP activator	DTT redox prof
CCn1nnnc1SCC(=O)Nc1nc2ccc(OC)cc2s1	2.8	8.3	1597	7.7	85.7*	x	x	1.5	-7.1	0.9	0.6
Cc1ccc(-n2c(=O)cc(N3CCC(C)CC3)[nH]c2=O)cc1	-1.6	-9.2	1597	-0.2	11.3	0.248	x	1.0	-5.5	1	-0.1
O=C(/C=C/c1ccc(N2CCOCC2)cc1)c1ccccc1	6.8	5.0	1554	-24.6	13.2	-3.77*	-20.9	-1.9	27.9*	1.2	-1.1
NS(=O)(=O)c1ccc(NC(=O)c2ccc(CNS(=O)(=O)c3cc(C(F)(F)F)ccc3Cl)cc2)cc1	6.1	-0.1	1540	-17.0	-3.6	-0.0055	-5.2	-1.8	-1.8	1.2	0.6
CCOc1ccc(NC(=O)/C=C/c2ccccc2)c([N+](=O)[O-])c1	-4.0	-3.6	1485	28.5	-2.8	0.419	-23.7	-4.6	-3.3	0.7	2.4
O=C(Nc1cccc(F)c1)N1CCCC(CNS(=O)(=O)Cc2ccccc2)C1 (stereo not given)	7.4	5.4	1559	-10.9	91.8*	-0.924	-5.2	5.9	-2.3	1.1	-0.4
CCOC(=O)CSc1nc(C)c2ccc(C)cc2n1	1.3	-2.6	1476	15.3	-0.6	x	x	-5.0	9.4	0.8	1.9
c1ccc(Oc2nc3ccccc3n3cccc23)cc1	-1.8	4.1	1373	1.3	4.3	x	x	-6.4	-3.1	1	2.7
COc1ccc(NC(=O)Nc2ccc(Br)cn2)cc1OC	-1.3	4.5	1678	10.9	1.0	x	x	3.9	-16.1	0.9	1.2
Cc1ccc(NC2=C(Cl)C(=O)OC2OC(C)C)cc1 (stereo not given)	9.6	-5.1	1571	1.4	-1.3	1.34	-4.1	-3.1	-4.8	1	-1.2
CC(C(=O)Nc1ccccc1-c1ccccc1)N1CCN(Cc2ccccc2)CC1 (stereo not given)	6.9	2.3	1731	-15.6	17.2	0.893	1.7	-1.5	-14.2	1.2	-1.8
CCN(CC)S(=O)(=O)c1cccc(-c2nn(-c3ccccc3)cc2/C=C(\C#N)C(=O)NCc2ccco2)c1	-6.3	0.3	1374	6.1	4.6	-0.0724	-16.2	-3.1	3.1	0.9	-0.2
O=C(NC1CCCCCC1)C1c2ccccc2C(=O)N1Cc1cccs1 (stereo not given)	-2.5	5.5	1633	6.9	3.4	0.274	-1.0	5.3	-7.3	0.9	-0.2
CCOC(=O)NC(NS(=O)(=O)c1ccccc1)(C(=O)OCC)C(F)(F)F (stereo not given)	-2.8	-3.1	1398	7.8	-3.2	-0.44	-24.1	-4.0	-25.4	0.9	-0.3
COc1cc(/C=N/NC(=O)c2cccc([N+](=O)[O-])c2)ccc1OCc1ccc(C)cc1	-1.0	3.8	1552	0.2	-3.3	x	x	-0.3	0.5	1	2.0
CC[N+]1(CC)CC2=Cc3ccccc3CC2C1 (stereo not given)	1.0	-0.2	1538	2.8	-4.5	-0.000855	-5.4	-8.8	15.2	1	0.2
CC(C)(C)CC(=O)Nc1nn[nH]n1	9.5	2.6	1678	18.4	-0.1	1.21	0.7	4.8	-5.8	0.8	-0.3
COc1ccccc1C(=O)NC(=O)OCCn1c(C)cnc1[N+](=O)[O-]	2.5	2.1	1563	2.4	6.9	1.1	-5.0	8.2	-1.7	1	-0.2
OCC1(CC2CCCCO2)CCN(Cc2nc3ccccc3[nH]2)CC1 (stereo not given)	3.0	5.3	1463	-3.7	-2.6	0.33	-7.6	-1.2	3.9	1	-0.8
Cc1c(Cl)cccc1NC(=O)c1nc(C)n(-c2cc(OC(C)C)c(Cl)cc2Cl)n1	0.9	-7.4	1365	0.8	19.1	x	x	-4.7	-4.8	1	-3.5
CCN(CC)CCNC(=O)c1sc2ncn(CC(=O)Nc3ccc(C)c(Cl)c3)c(=O)c2c1C	7.3	3.0	1695	0.3	87.1*	-0.151	-7.0	5.8	1.0	1	-1.8
Cc1cccc(N(CC(=O)NCCSc2nc3ccccc3s2)S(=O)(=O)c2ccccc2)c1	1.7	1.3	1488	13.8	49.9	-0.147	-3.1	-3.6	-5.5	0.9	0.7
COc1ccc(Cn2c(=O)n(Cc3ccco3)c(=N)c3c4c(sc32)COC(C)(C)C4)cc1	-0.8	-4.1	1411	17.4	16.3	-0.65	x	1.6	2.5	0.8	0.9
COc1ccc(OC)c(C(=O)/C=C/c2ccccc2C(F)(F)F)c1	5.5	11.7	1559	11.0	75.0*	x	x	-0.7	-2.6	0.9	-8.3
COc1ccc(Nc2nnc(SCC3CCCO3)s2)cc1 (stereo not given)	0.5	7.5	1716	6.7	10.1	0.363	-20.2	-6.0	6.0	0.9	-0.9
COc1ccc(C2=NN(C(=O)CSc3nnc(-c4ccccc4F)o3)C(c3ccco3)C2)cc1 (stereo not given)	12.5	0.0	1598	-1.5	18.8	x	-14.1	8.2	-7.3	1	0.1
CCCN(CCC)C(=O)CCSCCC(=O)N(CCC)CCC	-5.2	-1.5	1553	-7.2	-9.4	x	9.0	-5.3	-8.5	1.1	0.2
O=S(=O)(c1ccc(Cl)cc1)N1CCCC1c1nc(-c2cccc(Cl)c2)no1 (stereo not given)	1.9	-1.4	1391	6.2	-5.2	x	x	-0.5	4.2	0.9	2.1
CCCCNC(=S)Nc1ccc(Oc2ccccc2)cc1	14.3	5.5	1554	22.6	21.5	-0.236	8.9	2.1	6.0	0.8	0.4
Cc1ccc(C(C(=O)NCc2ccco2)N(C(=O)CNC(=O)c2cccs2)c2ccc(C)cc2C)cc1 (stereo not given)	2.6	-7.4	1539	-3.2	-3.1	x	x	3.9	8.1	1	1.7

(next part)
smiles	PPARg SRC1 recr	PPARg SRC-3 ag	TR-FRET SRC-2 ct	bIAP inh	Lmaj promast	ROMK primary	S1P3 antag	PPARg SRC2 recr	TLR4-MyD88 BLA	bIAP activator	DTT redox prof
CCOC(=O)C1=C(C)OC(N)=C(C#N)C1c1ccc(OC)c(C)c1OC (stereo not given)	5.5	4.3	1774	10.1	-1.9	x	13.9	8.4	1.4	0.9	-0.8
CC(C)(C)NC(=S)Nc1cccc(C(F)(F)F)c1	-1.2	-1.8	1682	-10.8	15.5	-1.7	8.9	11.2	1.0	1.1	-0.3
O=C(c1nn2c(C(F)(F)F)cc(-c3cccs3)nc2c1Cl)N1CCCc2ccccc21	-5.1	-5.0	1758	4.9	15.3	0.652	0.1	4.5	15.9	1	0.4
CCOC(=O)Cc1nnc(NC(=O)c2ccco2)s1	2.6	8.5	1768	0.2	-1.6	x	-6.0	1.6	-9.9	1	0.1
CNCc1c(OCc2ccc(F)cc2)ccc2ccccc12	2.8	2.6	1589	7.1	62.6*	-0.743	12.5	-0.1	4.0	0.9	-0.3
Cc1ccc(-c2nc(SCC(=O)NCC3CCCO3)c(-c3ccc(C)cc3)[nH]2)cc1 (stereo not given)	-5.1	0.7	1435	5.3	-0.7	1.04	0.5	0.3	4.9	0.9	0.5
CSc1ncccc1C(=O)OCC(=O)NCc1ccc2c(c1)OCO2	-5.0	6.1	1551	6.9	-9.3	-0.151	-8.3	-2.3	-1.8	0.9	-0.1
N#Cc1c(NC(=O)COC(=O)c2ccc(S(=O)(=O)N3CCCC3)cc2)sc2c1CCCCC2	-5.6	-0.1	1498	7.3	-10.2	x	-7.2	6.3	-8.0	0.9	0.0
Cc1ccc(NC(=O)C(=O)Nc2ccccn2)cc1	-4.2	1.4	1818	-8.4	-7.4	0.339	-0.5	-4.4	-1.1	1.1	-0.3
Cc1ccc(C(=O)NC(=S)Nn2cnnc2)cc1	9.0	2.1	1601	19.0	-4.3	x	-2.4	-0.2	-7.3	0.8	0.3
C/C(CC(=O)N1CCN(C=O)CC1)=N\NC(=O)c1ccc([N+](=O)[O-])cc1	0.2	0.7	1354	4.4	-12.7	0.644	-17.7	-2.9	3.9	1	-0.8
CN(C)CCCN1C(=O)CSC1c1ccccc1 (stereo not given)	2.3	8.4	1433	10.0	-1.4	x	-48.4	8.0	-4.1	0.9	-0.6
COc1ccc(CCNC(=S)Nc2cccc(C)c2C)cc1	-0.7	0.6	1559	35.0	20.8	x	x	2.6	16.7	0.7	-3.9
CC(C)N1CCN(Cc2nc(-c3ccccc3)cs2)CC1CCO (stereo not given)	1.5	-1.3	1357	-23.4	3.3	-0.0407	-9.2	-1.1	-12.1	1.2	-1.1
CC(/C=N\Nc1nnc2c(n1)[nH]c1c(C)cccc12)=C\c1ccco1	13.1	3.9	1539	14.8	5.6	x	x	7.3	-8.2	0.9	-0.9
CCOC(=O)C1(Cc2ccc(Cl)cc2)CCN(C(=O)CCc2ccncc2)CC1	0.1	1.4	1532	-9.6	25.8	-0.629	-2.8	2.0	14.9	1.1	-1.4
CCOc1cc(NC(=O)c2ccco2)c(OCC)cc1NC(=O)c1cc(OC)c(OC)c(OC)c1	0.3	15.9	1584	-7.6	-4.5	x	-17.9	8.2	20.0	1.1	5.3
Nc1ccccc1OCCOCCOc1ccccc1N	5.5	14.7	1736	-8.6	20.7	x	-11.4	2.4	-9.2	1.1	-1.4

A section of the results above, for reference:
smiles	PPARg SRC1 recr	PPARg SRC-3 ag	TR-FRET SRC-2 ct	bIAP inh	Lmaj promast	ROMK primary	S1P3 antag	PPARg SRC2 recr	TLR4-MyD88 BLA	bIAP activator	DTT redox prof
CCOc1cc(NC(=O)c2ccco2)c(OCC)cc1NC(=O)c1cc(OC)c(OC)c(OC)c1	0.3	15.9	1584	-7.6	-4.5	x	-17.9	8.2	20.0	1.1	5.3
Nc1ccccc1OCCOCCOc1ccccc1N	5.5	14.7	1736	-8.6	20.7	x	-11.4	2.4	-9.2	1.1	-1.4

Compound activity: PubChem BioAssay, several laboratories
